# Screens (PubChem)
# CDK5 p35 inh – CDK5/p35 (human) kinase inhibition; Q00535+Q15078; Recombinant CDK5/p35, ADP-Glo luminescence, 60 min; inhibition, % at 10 µM; actives 0.01% (n = 330,000);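 active = highest replicate inhibition of at least 50% and at least 75% of replicates reaching 50%; inconclusive = only one of the two criteria met; inactive = both criteria failed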;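 note: plate controls were DMSO neutral control for no effect and GW8510 at 10 µM for full effect; many of its hits are not listed in these tables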
# PvdQ inh – blocks Pseudomonas aeruginosa PvdQ acylase activity | actives 0.063% (n = 340,000) | inhibition, % at 10 µM | AID 488965 | purified PvdQ acylase, fluorescence plate reader; in the data active = inhibition above about 30%, passing the limit was not always enough; inconclusive = no clear call, values can overlap the other calls;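 note: 0% = vehicle neutral wells and 100% = reference inhibitor wells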
# Wnt bcat act – activates Wnt/beta-catenin signaling in a reporter cell assay. activator, plate reader. activation, % at 9.35 µM. actives 1.2% (n = 300,000). AID 743398; in the data active = activation above about 30%, passing the limit was not always enough; inconclusive = no clear call, values can overlap the other calls;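 note: 0% = neutral control wells and 100% = positive control wells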
# MITF TRPM1 HTS – increases MITF-driven TRPM1 promoter luciferase signal; AID 588334; SK-MEL-5 TRPM1-promoter luciferase, 24 h; % of positive control, neutral wells = 0; activation, % at 12.5 µM; actives 0.75% (n = 300,000);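 active = mean activation of at least 80% with every replicate also reaching 80%; inconclusive = mean reaches 80% but some replicate falls short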;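 note: 0% = neutral control wells and 100% = parthenolide positive control wells; values of inactives mirror those of a sister screen read the other way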
# HTR5A ag ctr – HTR5A agonism, opioid heterodimer counter-screen; actives 0.61% (n = 340,000); HTR5A agonist assay, luminescence, cell-based; P47898; AID 504692; activation, % at 9.3 µM; in the data active = activation mostly above about 9.5%, no sharp cut-off; inactive = mostly below about 7.6%;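 note: 0% = cells with vehicle only and 100% = reference agonist; strong numbers were not always called active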
# Target sequence (P47898 whole entry, looked up): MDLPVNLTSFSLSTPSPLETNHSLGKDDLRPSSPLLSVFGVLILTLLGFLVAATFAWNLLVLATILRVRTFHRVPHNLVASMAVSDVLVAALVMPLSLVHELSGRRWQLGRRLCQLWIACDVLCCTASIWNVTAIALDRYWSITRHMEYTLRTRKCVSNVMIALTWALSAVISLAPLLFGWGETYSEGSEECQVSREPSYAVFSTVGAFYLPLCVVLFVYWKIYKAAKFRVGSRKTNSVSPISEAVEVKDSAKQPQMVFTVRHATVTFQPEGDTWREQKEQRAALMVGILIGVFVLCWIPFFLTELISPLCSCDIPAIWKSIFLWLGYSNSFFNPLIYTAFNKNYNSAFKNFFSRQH
# cardiac RTF act – cardiac RTF calcium sensitization; actives 0.24% (n = 340,000); activation, % at 7.2 µM; IANBD-labeled TnC RTF fluorescence at EC20 calcium; 0% EC20 calcium, 100% full calcium;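 active = activation above the mean over all tested compounds plus 3 SD, cut at about 30% in these data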;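 note: rise in fluorescence read as greater calcium sensitivity of cardiac thin filaments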
# SR-BI uptake up – activators of SR-BI mediated HDL lipid uptake; AID 504775; CHO ldlA[mSR-BI] cells, DiI-HDL uptake fluorescence, 3 h; 100 = double the neutral-control signal; activation, % at 12.5 µM; actives 0.096% (n = 320,000);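 active = mean replicate activation of at least 60% and every replicate at or above 60%; inconclusive = mean or all-replicate condition met, but not both; inactive = mean below 60% and not all replicates reaching 60%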;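 note: 0% = median plate neutral-control signal and 100% = twice that signal; values of inactives mirror those of a sister screen read the other way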
#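 System: LDL receptor-deficient CHO ldlA cells overexpressing murine SR-BI | Timing: 3 h uptake period with compound, 37 °C | Medium: HEPES-buffered (25 mM, pH 7.4) F12 plus 0.5% BSA | Dosing: Single-point compound dose | Signal: Bottom-read fluorescence, 550/595 nm | Read-out: Retained DiI signal reflecting DiI-HDL uptake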
# SR-BI HDL uptake – blocks mouse SR-BI lipid uptake from DiI-HDL; Q61009; ldlA[mSR-BI] CHO cells, DiI-HDL uptake fluorescence, 3 h; inhibition, % at 12.5 µM; actives 0.96% (n = 320,000); AID 488896;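 active = mean replicate inhibition of at least 70% and a set share of replicates each scoring 70 or more; inconclusive = meets just one of the two criteria; inactive = fails both criteria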;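 note: 0% = median of neutral control wells and 100% = median of positive control wells; values of inactives mirror those of a sister screen read the other way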
# Rtt109 Vps75 – inhibitors of Candida albicans Rtt109/Vps75 histone acetyltransferase | inhibition, % at 34.9 µM | Q5AAJ8 | actives 0.16% (n = 330,000) | purified Rtt109/Vps75, ThioGlo CoA-SH fluorescence, 4 h;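 active = inhibition of at least 50% in every replicate; inconclusive = best replicate reaches 50% inhibition but some replicates fall short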
# Target sequence (Q5AAJ8 whole entry, looked up): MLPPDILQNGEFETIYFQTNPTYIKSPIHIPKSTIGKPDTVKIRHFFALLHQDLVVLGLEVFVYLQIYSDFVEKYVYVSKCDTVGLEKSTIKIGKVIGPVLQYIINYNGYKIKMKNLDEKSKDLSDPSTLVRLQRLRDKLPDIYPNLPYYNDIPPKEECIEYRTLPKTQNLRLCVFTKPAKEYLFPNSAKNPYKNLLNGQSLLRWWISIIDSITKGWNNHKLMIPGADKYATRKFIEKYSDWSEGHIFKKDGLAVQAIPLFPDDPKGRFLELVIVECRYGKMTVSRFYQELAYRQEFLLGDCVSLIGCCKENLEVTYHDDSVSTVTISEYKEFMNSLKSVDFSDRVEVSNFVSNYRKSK
# dFosB act – mouse delta FosB homodimer activation; actives 0.99% (n = 340,000); purified delta FosB, TAMRA-CDK5 oligo fluorescence polarization; percent of positive-control signal above neutral wells; P13346; activation, % at 25 µM;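 active = mean activation above about 17%, with every replicate also reaching it, limit read from the data, passing the limit was not always enough; inconclusive = only one of the two conditions met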;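 note: fluorescence polarization rise as delta FosB binds a TAMRA Cdk5 AP-1 oligo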
# Target sequence (P13346 whole entry, looked up): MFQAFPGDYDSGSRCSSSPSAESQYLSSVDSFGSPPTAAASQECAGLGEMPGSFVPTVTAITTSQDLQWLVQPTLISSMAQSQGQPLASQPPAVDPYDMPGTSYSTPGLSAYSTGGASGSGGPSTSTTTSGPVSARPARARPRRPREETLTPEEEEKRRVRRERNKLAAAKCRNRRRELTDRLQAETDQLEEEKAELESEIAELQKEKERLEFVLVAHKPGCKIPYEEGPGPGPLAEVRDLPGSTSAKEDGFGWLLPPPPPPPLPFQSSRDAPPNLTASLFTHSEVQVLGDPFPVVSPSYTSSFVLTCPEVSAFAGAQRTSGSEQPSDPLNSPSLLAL
# * hit, by the source's call; ? = inconclusive; nt = no result given.
# Below each SMILES – CDK5 p35 inh, PvdQ inh, Wnt bcat act, MITF TRPM1 HTS, HTR5A ag ctr, cardiac RTF act, SR-BI uptake up, SR-BI HDL uptake, Rtt109 Vps75, dFosB act
Cc1cc(=O)c(C(=O)O)cn1-c1ccc(C(C)C)cc1
    0.5, -6, -5, 8, 3, 0, 16, -16, nt, 3
COCCn1c(COc2ccc(Cl)cc2)nnc1SCC(N)=O
    0.8, -5, -2, 1, 2, 0, 7, -7, 3, 3
Cc1ccc(NC(=O)c2oc3ccccc3c2NC(=O)C2CC2)cc1
    1.8, -20, 0, 9, 4, 4, -36, 36, -10, -11
Cc1ccc(-n2nc(C)c(C(=O)Nc3cccc(C(=O)NC4CC4)c3)n2)c(C)c1
    1.2, -6, -3, 5, -3, 0, -61, 61, 2, -20
Cc1ccc(/C=N/NC(=O)c2nnn(-c3nonc3N)c2CNc2ccccc2)cc1
    -2.3, -19, 1, -10, 5, 3, -20, 20, -6, 9
CCCCC1C(=O)CC[C@H]2[C@@H]1CC(=O)[C@@H]2C/C=C\CCCC(=O)O (stereo partly drawn)
    -0.7, -5, nt, 18, -3, 1, 0, 0, -4, -4
Cn1c(SCC(=O)Nc2cccc(F)c2)nnc1-c1cc2ccccc2o1
    -0.1, -12, 0, nt, 3, 0, 16, -16, -19, 13
Oc1ccc(F)cc1-c1cc(-c2ccc3c(c2)OCCO3)n[nH]1
    0.8, ?, nt, 77, 1, -6, -79, 79*, -6, -5
NC(=O)Nc1ccc(C(=O)OCC(=O)Nc2cccc(S(=O)(=O)NC3=NCCCCC3)c2)cc1
    -1.1, 11, -1, 6, -5, 5, 3, -3, nt, -13
COC(=O)c1cnc(SC)nc1C
    -1.5, -13, 4, 6, 0, -3, 17, -17, 1, -1
COc1ccc(Cl)cc1NC(=O)COC(=O)C1=NNC(=O)CC1
    3.6, 10, -3, 3, 1, 4, -10, 10, 15, -6
O=C(Cn1nnc(-c2ccccc2)n1)N=Nc1c(O)[nH]c2ccccc12
    0.1, 8, -2, -12, 3, -5, 16, -16, -1, -6
CCOC(=O)C1=NOC(CNC(=O)c2c(-c3ccccc3Cl)noc2C)C1 (stereo not drawn)
    0.7, 9, nt, 10, -5, -2, 4, -4, -3, 0
COc1ccc(-c2nnc(SCC(=O)NCC3CCCO3)n2C)cc1 (stereo not drawn)
    1.0, -20, -1, 0, 4, 1, 23, -23, 7, 2
COc1cccc(N2CCN(c3ccc4nnc(CCC(=O)Nc5ncccc5C)n4n3)CC2)c1
    -2.3, -8, -1, 6, 0, -4, 8, -8, -10, -6
Cc1ccc(/C=C/S(=O)(=O)NCCC(=O)NCc2ccccc2F)cc1
    0.2, -10, -1, 5, -1, 8, 18, -18, 0, -10
CCCCN1C(=O)C(=O)N(CC(=O)c2cc(C)n(C3CC3)c2C)C1=O
    -0.4, -5, 4, 34, -1, -1, -4, 4, -3, -14
O=C(COc1ccc(Cl)cc1)NCc1nnc(SCC(=O)Nc2ccc(F)cc2F)o1
    3.7, -5, -5, 9, 4, -2, 17, -17, nt, -4
COc1ccccc1NC(=O)Oc1ccc(NC(=O)c2ccco2)cc1
    1.1, -11, 5, nt, -3, 11, -35, 35, 7, 3
COc1cc2c(cc1OC)C(c1ccccc1)N(C(=O)c1ccccc1)CC2 (stereo not drawn)
    -2.1, -3, -2, nt, -1, -1, -16, 16, -4, -10
Cc1ccc(C(=O)N/C(=C/c2ccco2)C(=O)OCN2C(=O)c3ccccc3C2=O)cc1
    -0.2, 2, nt, -3, 2, 3, 9, -9, 12, -4
Cc1cc(C)n2nc(C(=O)N(C)c3c(N)n(Cc4ccccc4)c(=O)[nH]c3=O)nc2n1
    -0.3, -2, 0, 4, -3, -5, 18, -18, 2, -3
O=C(CSCc1ccccc1)N1CCN(Cc2ccc3c(c2)OCO3)CC1
    0.1, -10, nt, -3, -1, 5, -1, 1, 8, -6
O=C(CN1CCN(c2ccccc2)CC1)Nc1ccccc1Sc1ccccc1
    -0.9, -9, -11, 12, 2, 3, -16, 16, -8, -9
Cn1c(COc2ccccc2)nnc1SCC(=O)Nc1ccc(S(N)(=O)=O)cc1
    1.2, 1, nt, 11, 4, -5, 31, -31, 5, -1
NS(=O)(=O)c1ccc(N2C(=O)C(=O)/C(=C(/O)c3ccccc3)C2c2ccc(Cl)cc2)cc1 (stereo not drawn)
    2.0, 6, -2, 18, 1, 2, 10, -10, 8, 0
O=C(CS(=O)(=O)Cc1ccccc1)Nc1ccc(S(=O)(=O)N2CCCCCC2)cc1
    1.2, 10, nt, -9, -7, 2, -3, 3, 11, -4
CCCNC(=O)N[C@@H](CCSC)C(=O)OC
    -1.4, 12, nt, -6, 6, -6, 15, -15, 5, -3
CN(C)Cc1c(O)ccc2c1O/C(=C\C=C\c1ccccc1)C2=O
    3.0, -3, -19, -93, -4, 26, nt, nt, -10, -14
Cc1c(C(=O)OC/C(O)=C(\C#N)c2nc3ccccc3[nH]2)oc2ccc(Br)cc12
    1.2, -10, 0, -35, -1, -3, 33, -33, 6, -16
Cc1cc(C)c(C#N)c(SCc2[nH]nc3c2C(c2ccc(F)cc2)C(C#N)=C(N)O3)n1 (stereo not drawn)
    -0.1, 1, nt, nt, 0, -1, -22, 22, 14, 0
COCCN(Cc1ccccc1)C(=O)c1ccc(C(=O)c2ccccc2)cc1
    0.1, 5, -3, -9, -3, 0, 4, -4, -5, -13
CCN(CC)C(=O)C1c2ccccc2Oc2ccccc21
    1.0, 1, -2, nt, 2, -8, 43, -43, -7, -11
CCC(=NCCc1c(C)[nH]c2ccccc12)C1=C(O)CC(c2ccccc2)CC1=O (stereo not drawn)
    0.3, -18, -11, -11, -1, -11, -39, 39, -4, -8
Cc1c2c(nc3ccccc13)CC(C)(C)CC2=O
    -1.7, -12, -3, -3, 1, -1, 9, -9, -20, -6
CC(C)Cc1ccc(C(C)NC(=O)Cc2ccc(S(=O)(=O)N3CCOCC3)s2)cc1 (stereo not drawn)
    -0.8, -10, -3, 2, -3, -5, 23, -23, -2, -11
Cc1ccc(CSCC(=O)NCc2cccnc2)cc1
    3.1, 12, 0, 4, 1, 1, 27, -27, 3, 0
Cc1ccc(C)c(-c2cc(C(=O)Nc3nccs3)c3ccccc3n2)c1
    2.5, 5, -2, -8, 1, -6, -2, 2, 0, -3
COc1ccc2nc(SCC(=O)O)nc(C)c2c1
    0.5, 4, -4, nt, 1, -3, -20, 20, -9, -1
COc1ccccc1CNC(=O)c1ccc(NC(=O)CC2SC(N3CCCC3)=NC2=O)cc1 (stereo not drawn)
    1.1, -8, 2, 5, 7, 3, -9, 9, -5, -8
COc1ccc(S(=O)(=O)N2CCC(C(=O)N3CCCCC3)CC2)cc1Cl
    -0.9, -15, nt, -12, 2, 9, 40, -40, 6, -7
O=C(C/C=N\OCc1ccc([N+](=O)[O-])cc1)Nc1ccc(Br)cc1
    -0.5, -4, -1, 2, 1, -3, -3, 3, 5, 6
O=c1cc(CCc2ccccc2)oc2cccc(O)c12
    -0.9, 4, 0, 7, 4, 8, -8, 8, 1, -1
CCCCC(=O)OCc1c(-c2ccccc2)ncc2ccccc12
    -0.3, -13, 0, -9, -2, -1, 4, -4, 2, -13
CCCCCCCCCS(=O)(=O)N/N=C/c1cccc([N+](=O)[O-])c1
    0.4, -11, nt, -3, -1, -2, 42, -42, 10, -20

# An excerpt from above in order of molecular weight, low to high:
# Below each SMILES – CDK5 p35 inh, PvdQ inh, Wnt bcat act, MITF TRPM1 HTS, HTR5A ag ctr, cardiac RTF act, SR-BI uptake up, SR-BI HDL uptake, Rtt109 Vps75, dFosB act
Cc1c2c(nc3ccccc13)CC(C)(C)CC2=O
    -1.7, -12, -3, -3, 1, -1, 9, -9, -20, -6
COc1ccc2nc(SCC(=O)O)nc(C)c2c1
    0.5, 4, -4, nt, 1, -3, -20, 20, -9, -1
Cc1ccc(CSCC(=O)NCc2cccnc2)cc1
    3.1, 12, 0, 4, 1, 1, 27, -27, 3, 0
CCCCC(=O)OCc1c(-c2ccccc2)ncc2ccccc12
    -0.3, -13, 0, -9, -2, -1, 4, -4, 2, -13
CCCCCCCCCS(=O)(=O)N/N=C/c1cccc([N+](=O)[O-])c1
    0.4, -11, nt, -3, -1, -2, 42, -42, 10, -20
Cc1ccc(C)c(-c2cc(C(=O)Nc3nccs3)c3ccccc3n2)c1
    2.5, 5, -2, -8, 1, -6, -2, 2, 0, -3
COc1ccc(S(=O)(=O)N2CCC(C(=O)N3CCCCC3)CC2)cc1Cl
    -0.9, -15, nt, -12, 2, 9, 40, -40, 6, -7
Cc1cc(C)c(C#N)c(SCc2[nH]nc3c2C(c2ccc(F)cc2)C(C#N)=C(N)O3)n1 (stereo not drawn)
    -0.1, 1, nt, nt, 0, -1, -22, 22, 14, 0
CC(C)Cc1ccc(C(C)NC(=O)Cc2ccc(S(=O)(=O)N3CCOCC3)s2)cc1 (stereo not drawn)
    -0.8, -10, -3, 2, -3, -5, 23, -23, -2, -11
COc1ccccc1CNC(=O)c1ccc(NC(=O)CC2SC(N3CCCC3)=NC2=O)cc1 (stereo not drawn)
    1.1, -8, 2, 5, 7, 3, -9, 9, -5, -8

# (next part)
# Below each SMILES – CDK5 p35 inh, PvdQ inh, Wnt bcat act, MITF TRPM1 HTS, HTR5A ag ctr, cardiac RTF act, SR-BI uptake up, SR-BI HDL uptake, Rtt109 Vps75, dFosB act
CC(NS(=O)(=O)c1ccc(OCC(=O)Nc2cccc([N+](=O)[O-])c2)cc1)c1ccccc1 (stereo not drawn)
    -0.4, -9, 1, -1, -1, 0, -13, 13, -6, -5
Cc1nc2ccc(NC(=O)N(C(C)C)C(C)C)cc2s1
    -1.5, -6, nt, nt, -3, -2, 5, -5, -9, -8
C=CCn1c(C)cc(C(=O)COC(=O)C2CC(=O)N(CCc3ccc(OC)c(OC)c3)C2)c1C (stereo not drawn)
    -0.7, 2, 1, 2, -4, -4, -19, 19, -4, 0
CCOC(=O)[C@@H]1[C@H]2COc3ccc(Br)cc3[C@H]2N2C(=O)N(c3ccc(Cl)cc3)C(=O)[C@]12C
    -0.6, -15, -7, -1, -2, -4, -9, 9, 4, -2
CN1C(=O)C(=O)N(CC(=O)Nc2ccccc2OC(F)F)C1=O
    -1.6, -15, -3, 6, -3, 0, 22, -22, 3, 1
O=C(OCc1nnc(-c2ccccc2Br)o1)c1ccco1
    0.6, -8, -1, 1, 7, 6, -32, 32, -7, -9
O=C(NCCC(=O)N1CCc2ccccc21)c1ccccc1Cl
    -0.3, 10, 0, -1, 5, -2, nt, nt, 6, 4
CCOc1ccccc1N1CCN(CC(=O)Nc2ncc(C)s2)CC1
    -0.3, -1, 4, nt, -6, -6, -13, 13, -2, 0
O=c1c2ccccc2nc(-c2ccccc2)n1CCCn1ccnc1
    2.0, -19, 27, -10, 0, -2, 12, -12, -15, 0
CCCc1c(C(=O)N/N=C/c2ccc(OC)c(OCc3ccccc3)c2)nnn1-c1nonc1N
    0.0, -9, 7, 38, -2, 3, -53, 53, -4, -4
